OXTR ag: human OXTR agonists, primary screen, fluorescence, CHO-OTR cells, Fluo-8 calcium; Oxytocin receptor (Homo sapiens), P30559; Fluo-8 calcium fluorescence; normalized: DMSO 0%, oxytocin 100%; activation, % at 3 µM; 0.32% of 320,000 active; AID 2435, 2010;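 active = activation above the mean of all tested compounds plus 3 SD, cutoff set per screening run, cut at about 20% in these data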;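 note: peak over basal fluorescence ratio from a 100 s FLIPR kinetic read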
Target sequence (P30559 whole entry, looked up): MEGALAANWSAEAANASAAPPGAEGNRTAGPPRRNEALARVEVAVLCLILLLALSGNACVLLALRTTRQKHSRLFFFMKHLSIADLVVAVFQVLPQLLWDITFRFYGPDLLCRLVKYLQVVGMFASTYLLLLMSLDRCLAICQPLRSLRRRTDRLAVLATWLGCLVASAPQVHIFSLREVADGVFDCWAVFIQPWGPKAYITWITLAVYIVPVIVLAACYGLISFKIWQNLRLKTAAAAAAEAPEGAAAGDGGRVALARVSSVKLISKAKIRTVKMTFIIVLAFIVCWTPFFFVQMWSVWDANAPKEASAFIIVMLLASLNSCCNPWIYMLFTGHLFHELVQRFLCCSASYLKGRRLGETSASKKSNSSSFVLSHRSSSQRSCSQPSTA
M1 PAM parental: nonselective calcium activators in parental CHO-K1 cells, primary screen, counter-screen for M1 PAM project, cell-based, Fluo-8 calcium fluorescence, full deck, 1536-well; AID 602247, 2012; 0.02% of 360,000 active; activation, % at 3 µM; ATP EC20; 0% at ATP EC20, 100% at ATP max;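 active = activation above the run cutoff, the mean activation of all test compounds plus 3 SD, cut at about 40% in these data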;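 note: peak over basal fluorescence ratio in a 140 s read after ATP addition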
GPR7 antag: GPR7 receptor antagonists, primary screen, cell-based, fluorescence, single concentration; AID 1861, 2009; 1.1% of 290,000 active; GPR7-expressing cells, fluorescence antagonist assay; inhibition, % at 4.4 µM; in the data active = inhibition above about 16%, passing the limit was not always enough;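 note: cells stimulated with the agonist NPW; 0% = agonist with vehicle and 100% = vehicle without agonist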
Target sequence (P48145 whole entry, looked up): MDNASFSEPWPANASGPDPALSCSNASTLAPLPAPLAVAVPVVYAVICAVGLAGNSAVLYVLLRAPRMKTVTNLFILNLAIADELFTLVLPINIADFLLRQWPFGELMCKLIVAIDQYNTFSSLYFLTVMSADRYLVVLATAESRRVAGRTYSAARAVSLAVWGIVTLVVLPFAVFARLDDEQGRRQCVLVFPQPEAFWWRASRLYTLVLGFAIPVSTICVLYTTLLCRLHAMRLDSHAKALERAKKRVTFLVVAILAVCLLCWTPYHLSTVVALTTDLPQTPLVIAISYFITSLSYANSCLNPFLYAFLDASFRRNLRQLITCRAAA
CHO parental Ca: ATP-evoked calcium signal inhibitors, parental CHO, primary screen, counter-screen for OX1R antagonist project, cell-based, fluorescence, Fluo-8 calcium dye. 0.63% of 330,000 active. parental CHO-K1, ATP-induced calcium, Fluo-8 fluorescence. inhibition, % at 5.6 µM. AID 463079, 2010;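 active = inhibition above that plate's mean sample inhibition plus 3 SD, cut at about 26% in these data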;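 note: 0% = ATP-challenged DMSO wells and 100% = DMSO wells without ATP; some compounds past the cut are filed as inactive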
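Assay system – parental CHO cells · Reagent – ATP stimulus · Detection – intracellular calcium via Fluo-8 no-wash fluorescent dye · Evaluation – percent inhibition of ATP-evoked calcium rise, normalized to controls · Controls – ATP wells versus no-ATP DMSO wells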
TAAR1 antag: human TAAR1 antagonists, primary screen, Fluo-8 calcium fluorescence, CHO RD-HGA16 cells | 1.5% of 360,000 active | AID 624466, 2012 | antagonist | inhibition, % at 3 µM | Trace amine-associated receptor 1 (Homo sapiens), Q96RJ0;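 active = inhibition above a per-plate cutoff, the mean inhibition of test compounds on that plate plus 3 SD, cut at about 49% in these data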;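 note: 0% = DMSO plus EC80 beta-PEA response and 100% = DMSO alone without agonist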
Target sequence (Q96RJ0 whole entry, looked up): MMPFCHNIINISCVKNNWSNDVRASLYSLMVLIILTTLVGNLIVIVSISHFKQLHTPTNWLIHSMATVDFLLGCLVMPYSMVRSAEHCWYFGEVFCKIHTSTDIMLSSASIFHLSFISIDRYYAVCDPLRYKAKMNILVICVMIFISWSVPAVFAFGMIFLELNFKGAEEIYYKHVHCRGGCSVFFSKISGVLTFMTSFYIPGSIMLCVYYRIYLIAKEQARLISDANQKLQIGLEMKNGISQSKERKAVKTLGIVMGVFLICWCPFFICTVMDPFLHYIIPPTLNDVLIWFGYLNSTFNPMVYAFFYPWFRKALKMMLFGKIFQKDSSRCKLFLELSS
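Test system: hTAAR1-expressing CHO RD-HGA16 cells, Gα16-coupled; Probe or stimulus: EC80 β-phenethylamine stimulus; Compound dosing: single nominal final test compound concentration of 3 µM; Timing: 140 s kinetic read after compound, 140 s after agonist; Signal: Fluo-8 calcium-sensitive fluorescence; Measure: % inhibition of agonist calcium response; Controls: DMSO and EC80 PEA controls.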
M1 ag parental: counter-screen for M1 agonists: effect in parental CHO-K1 cells; Fluo-8 calcium fluorescence; scaled to maximal ATP response, vehicle zero; activation, % at 3 µM; 0.48% of 360,000 active; AID 602248, 2012; in the data active = activation above about 15%;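 note: untransfected CHO-K1 host cells lacking M1 receptor as counterscreen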
CHO-K1 Ca antag: nonselective inhibitor or artifact in parental CHO-K1 cells. ATP-induced calcium, Fluo-8 fluorescence. inhibition, % at 3 µM. 0.6% of 360,000 active;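 active = inhibition above a per-plate cutoff, the plate's mean sample inhibition plus 3 SD, cut at about 24% in these data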;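 note: 0% = DMSO plus EC80 ATP and 100% = DMSO alone without ATP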
OXTR potentiate: human OXTR potentiators, primary screen, fluorescence, CHO-OTR cells, Fluo-8 calcium. Oxytocin receptor (Homo sapiens), P30559. Fluo-8 calcium fluorescence, potentiator mode; 0% = oxytocin EC15, 100% = EC100. activation, % at 3 µM. 0.061% of 320,000 active. AID 2445, 2010;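 active = activation above that plate's cutoff, the mean activation of tested compounds plus 3 SD, cut at about 6.6% in these data, passing the limit was not always enough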;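 note: 100% uses oxytocin at 75 nM as the full agonist control; some results filed as inactive read as strong as hits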
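Material: CHO-OTR cells, human receptor; compound dosing: single dose, 3.0 µM nominal final compound concentration; schedule: 6 min compound pre-incubation at room temperature, 100 s kinetic read; measured by: kinetic Fluo-8 calcium fluorescence; read-out basis: % activation vs EC15 and EC100 oxytocin; controls: EC15 oxytocin alone as 0%, 75 nM oxytocin as 100%; replicates: singlicate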
V1aR counter: agonists of human V1a receptor, primary screen, counter-screen for OXTR agonist project, fluorescence, CHO-V1R cells; Vasopressin V1a receptor (Homo sapiens), P37288; Fluo-8 calcium fluorescence, agonist mode; 0% DMSO, 100% 3 nM vasopressin; activation, % at 3 µM; 0.25% of 320,000 active; AID 2797, 2010;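 active = activation above the mean activation of all tested compounds plus 3 SD, per screening run, cut at about 20% in these data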;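 note: signal is peak over basal fluorescence ratio across a 100 second FLIPR read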
Active calls of the source: *; · = not tested or not shown. Compounds were not picked by outcome; any-hit rate near 3.5%.

SMILES	OXTR ag	M1 PAM parental	GPR7 antag	CHO parental Ca	TAAR1 antag	M1 ag parental	CHO-K1 Ca antag	OXTR potentiate	V1aR counter
CC(C(C(=O)N1CCCCC1)N1CCCCC1)N1CCCCC1 (stereo not drawn)	·	-12	·	·	-7	0.3	-8	·	·
OC[C@@H]1CN(Cc2cccc(C(F)(F)F)c2)C[C@H](n2cnc3c(NCc4ccncc4)ncnc32)O1	·	-16	·	·	-16	0.2	5	·	·
CC1CCN(C(=O)CSc2nc3ccccc3[nH]2)CC1	-0.9	21	-4	-13	-8	0.4	-13	-3	-0.9
O=C(NC1CCCCC1)C1c2ccccc2OCC(=O)N1CCc1c[nH]c2ccccc12 (stereo not drawn)	·	1	·	·	-6	0.4	-17	·	·
CC(Sc1n[nH]c(-c2cccs2)n1)C(=O)Nc1ccc(C(N)=O)cc1 (stereo not drawn)	-0.9	18	·	-14	0	0.6	7	-2	0.6
c1cnc(-c2noc(CN3CCN(C4CCCC4)CC3)n2)cn1	0.2	2	4	2	-24	0.5	-5	-6	1.3
COc1ccc(CNC(=O)COC(=O)c2ccc(S(=O)(=O)N3CCOCC3)cc2)cc1	2.4	11	·	-4	-14	0.7	-11	0	2.1
O=C(Cn1cnnn1)OCC(=O)c1ccc(Cl)s1	-0.4	-3	11	-2	10	0.2	2	3	2.3
COc1cc2c(cc1OC)-c1cc(OCc3ccccc3Cl)nc(=O)n1CC2	0.0	17	-11	-14	6	0.8	-9	-1	-0.1
C=CC[C@@H]1C=C[C@H](O/N=C/[C@@H](NS(=O)(=O)c2ccc(C)cc2)[C@H](C)/C=C/CC(=O)OC)[C@@H](CO)O1	-1.2	·	2	-22	·	·	·	-8	-0.6
OC[C@H]1O[C@@H]2O[C@H]3[C@H](O)[C@@H](O)[C@@H](O[C@H]4[C@H](O)[C@@H](O)[C@@H](O[C@H]5[C@H](O)[C@@H](O)[C@@H](O[C@H]6[C@H](O)[C@@H](O)[C@@H](O[C@H]7[C@H](O)[C@@H](O)[C@@H](O[C@H]1[C@H](O)[C@H]2O)O[C@@H]7CO)O[C@@H]6CO)O[C@@H]5CO)O[C@@H]4CO)O[C@@H]3CO	-0.1	·	-5	-2	-14	·	·	-1	0.4
COc1cccc(NC(=O)CSc2nnc3ccc(-c4ccncc4)nn23)c1	·	5	·	·	-30	0.3	-5	·	·
CC(=O)Nc1ccc(NC(=O)C2CC(=O)N(C(C)C)C2)cc1 (stereo not drawn)	0.1	19	-18	0	-18	0.8	-12	-2	0.3
O=C(O)C1CCC(=O)N1Cc1ccccc1Cl (stereo not drawn)	-0.3	16	0	-10	-9	-0.3	-11	-6	-0.2
O=C(CCc1nc2ccccc2c(=O)[nH]1)OCc1ccc(Cl)cc1Cl	-0.2	12	3	-12	-24	0.3	0	0	0.0

Sorted by the number under TAAR1 antag (descending): 3 of the compounds above
smiles | GPR7 antag | TAAR1 antag | OXTR potentiate
OC[C@@H]1CN(Cc2cccc(C(F)(F)F)c2)C[C@H](n2cnc3c(NCc4ccncc4)ncnc32)O1 | · | -16 | ·
O=C(CCc1nc2ccccc2c(=O)[nH]1)OCc1ccc(Cl)cc1Cl | 3 | -24 | 0
COc1cccc(NC(=O)CSc2nnc3ccc(-c4ccncc4)nn23)c1 | · | -30 | ·

Compound profiles, from the list above. Order of screens: OXTR ag | M1 PAM parental | GPR7 antag | CHO parental Ca | TAAR1 antag | M1 ag parental | CHO-K1 Ca antag | OXTR potentiate | V1aR counter
Shown for c1cnc(-c2noc(CN3CCN(C4CCCC4)CC3)n2)cn1 = 0.2 | 2 | 4 | 2 | -24 | 0.5 | -5 | -6 | 1.3
Shown for OC[C@H]1O[C@@H]2O[C@H]3[C@H](O)[C@@H](O)[C@@H](O[C@H]4[C@H](O)[C@@H](O)[C@@H](O[C@H]5[C@H](O)[C@@H](O)[C@@H](O[C@H]6[C@H](O)[C@@H](O)[C@@H](O[C@H]7[C@H](O)[C@@H](O)[C@@H](O[C@H]1[C@H](O)[C@H]2O)O[C@@H]7CO)O[C@@H]6CO)O[C@@H]5CO)O[C@@H]4CO)O[C@@H]3CO = -0.1 | · | -5 | -2 | -14 | · | · | -1 | 0.4
Shown for C=CC[C@@H]1C=C[C@H](O/N=C/[C@@H](NS(=O)(=O)c2ccc(C)cc2)[C@H](C)/C=C/CC(=O)OC)[C@@H](CO)O1 = -1.2 | · | 2 | -22 | · | · | · | -8 | -0.6

(next part)
SMILES	OXTR ag	M1 PAM parental	GPR7 antag	CHO parental Ca	TAAR1 antag	M1 ag parental	CHO-K1 Ca antag	OXTR potentiate	V1aR counter
O=C(Cc1ccccc1)NCC(=O)Nc1ccccc1Br	0.4	5	-13	-8	-9	1.8	-10	5	-0.2
Fc1ccc(COc2ccc(Br)cc2CNCc2ccncc2)cc1	0.7	16	10	-22	29	4.9	-7	-3	2.8
Cc1ccc(-c2nn(-c3ccccc3)cc2/C=N/NC(=O)c2ccc3c(c2)OCO3)cc1	-1.4	-9	2	11	33	1.5	5	-19	0.7
Cn1ccnc1Sc1ccc(/C=N/NC(=O)c2ccccc2O)cc1[N+](=O)[O-]	0.3	22	-6	-15	11	1.2	-10	-5	0.7
Cc1ccc(-c2nn(-c3ccccc3)cc2/C=C/C(=O)O)o1	1.7	-2	-3	-4	19	0.9	-9	-7	2.3
CC(=O)c1cccc(CN2CCCC(CCC(=O)NCc3ccc(C)o3)C2)c1 (stereo not drawn)	-0.8	14	-4	-27	-13	0.3	-4	1	-0.3
CCOc1ccc(NC(=S)N2CCN(S(C)(=O)=O)CC2)cc1	·	17	-12	·	-15	0.9	-8	·	·
O=C(CSc1ccncc1)Nc1ccc(S(=O)(=O)Nc2nccs2)cc1	2.1	-21	-11	-14	-13	0.1	14	4	-0.4
Cc1nc2ccccc2c2c1C(=O)N(c1ccc(C(=O)O)cc1)C2=O	1.8	32	-11	14	13	1.4	-26	-6	0.2
Cc1[nH]c(C)c(C(=O)/C=C/c2ccc([N+](=O)[O-])cc2)c1C	-0.6	14	10	-11	21	1.3	-3	-11	-0.6
O=c1[nH]c2ccc(S(=O)(=O)N3CCCCC3)cc2[nH]c1=O	0.9	17	-5	-4	-7	0.5	-8	-4	0.8
N#Cc1cc(-c2ccccc2)[nH]c1-c1nccc2ccccc12	-2.1	-1	5	-15	21	0.7	-8	-9	-0.1
CC1(C)CC(NC(=O)CCc2ccccc2)CC(C)(C)N1	0.0	3	-6	-16	15	0.3	-6	-7	1.3
C=CCc1cccc(/C=N/c2ncn[nH]2)c1O	0.3	13	-17	-8	4	0.1	-4	-11	-0.3
CC(O)(c1ccccc1)c1nc(-c2csc3ccccc23)cs1 (stereo not drawn)	·	-8	·	·	-13	-0.1	-8	·	·
CCn1c(CC(=O)Nc2ccccc2Cl)nnc1SCC(=O)NC1CCCC1	0.1	16	-12	-11	-2	0.7	-1	-8	-0.1
COc1ccc(OC)c(S(=O)(=O)Nc2ccccc2C(=O)N2CCCCC2)c1	·	1	·	·	-18	0.8	1	·	·
O=C(Cc1ccc(Cl)cc1)NCC(=O)N1CCCCC1	0.7	3	-10	-15	-8	0.0	-8	-12	-0.4
COc1cc2c(cc1OC)CN(S(=O)(=O)c1ccc3c(c1)OCCO3)CC2	-0.1	-1	-15	3	-5	0.8	8	-3	0.7
Cc1nn(C)c(C)c1NC(=O)COc1ccccc1C#N	1.0	14	·	-2	5	0.0	-9	1	0.2
CC(C)(C)c1cc(CCC(=O)NCc2ccncc2)cc(C(C)(C)C)c1O	-0.8	-4	-13	-14	·	-0.2	-7	7	-0.7
CCc1nnc(NC(=O)[C@@H](NC(=O)c2ccc(C(C)(C)C)cc2)C(C)C)s1	-2.2	11	-17	-26	-13	-0.7	-4	-3	-1.1
COc1cc(NC(=O)c2cc(C)nc3ccccc23)cc(OC)c1	-0.5	-4	-7	-9	13	1.3	-18	0	-0.4
Cc1cc(C)cc(NC(=S)N2CCN(C(=O)c3ccco3)CC2)c1	0.5	-28	4	-12	-8	-0.6	25*	-9	-0.1
N#Cc1ccccc1S(=O)(=O)Nc1ccc2c(c1)C(=O)OC2	-0.5	-10	-4	1	-20	0.1	10	-1	0.4
CCCc1cc2c(cc1NC(=O)Cc1ccccc1)OCO2	·	9	·	·	-22	0.4	-4	·	·
COc1ccc(CCNCC(O)COc2c(C)cccc2C)cc1OC (stereo not drawn)	·	10	0	·	7	1.0	-8	·	·
COc1ccc(CN2CC(=O)N(c3ccc(C)c(C)c3)C2=S)cc1OC	-0.7	7	-6	-5	-37	3.1	-8	-5	1.9
O=C(NC(Cc1ccc(O)cc1)C(=O)O)c1ccco1 (stereo not drawn)	0.6	12	-6	-3	-2	-0.3	2	-8	0.8
COc1ccc(-c2sc3ccc(N4CCOCC4)cc3c2C#Cc2ccsc2)cc1	0.6	8	·	-14	20	-0.2	-16	-4	-0.1
O=C(CNc1cccc(S(=O)(=O)N2CCCCC2)c1)Nc1cccc(F)c1	1.8	2	·	-11	9	8.4	3	-16	7.5
COc1ccc(CN(C)C(=O)c2ccc(OCC(=O)Nc3cccc(C(F)(F)F)c3)c(OC)c2)cc1	·	-4	·	·	29	8.7	18	·	·
O=C(Nc1cccc2ccccc12)N1CCN(c2ncccn2)CC1	0.8	18	-19	-3	-4	1.4	-14	-11	0.8
O=C(CCN1C(=O)C2CCCCC2C1=O)NNC(=O)c1cccc(Cl)c1 (stereo not drawn)	-0.5	4	-6	2	-7	-0.2	-5	-10	0.6
Cc1ccc(CNCc2ccco2)cc1	·	19	-4	·	-1	1.1	-9	·	·
CCOC(=O)N1CCN(C/C(Cl)=C/c2ccccc2)CC1	-1.4	10	2	-9	-17	1.4	1	-6	0.3
CN1CCN(C(=O)c2cccc(-c3cc(O)c4ncccc4c3)c2)CC1	1.9	-13	·	-3	8	-0.1	-5	4	2.1
Cc1ccccc1C(=O)Nc1ccc2c(c1)C(=O)NC2=O	-0.4	10	-1	-1	22	0.4	-13	-5	-0.2
COc1ccccc1N1CCN(Cc2ccc(OC)c(OC)c2OC)CC1	-1.3	-1	-5	4	7	-0.2	3	3	0.0
Cc1ccc(F)cc1-c1cc2nc(NCCCN(C)C)n(C)c(=O)c2s1	·	3	·	·	-12	0.9	6	·	·

Bioassay records from PubChem.
